Compound activity: PubChem, The Scripps Research Institute Molecular Screening Center
CHO-K1 Ca antag = M1 antagonist counterscreen hit in parental CHO-K1 cells | ATP-induced calcium, Fluo-8 fluorescence | inhibition, % at 3 µM | actives 0.6% (n = 360,000) | AID 602250;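 active = inhibition above a per-plate cutoff, the plate's mean sample inhibition plus 3 SD, cut at about 24% in these data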;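 note: 0% = DMSO plus EC80 ATP and 100% = DMSO alone without ATP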
CHRM1 agonist = activates human CHRM1 receptor; activation, % at 3 µM; actives 0.33% (n = 360,000); CHO-K1 hM1, Fluo-8 calcium fluorescence, agonist mode; 0% DMSO, 100% acetylcholine EC100; P11229;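 active = activation above the run's mean compound activation plus 3 SD, cut at about 16% in these data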;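 note: peak over basal fluorescence ratio within a 140 s kinetic read after compound addition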
CHRM1 PAM = human CHRM1 positive allosteric modulation; P11229; CHO-K1 hM1, Fluo-8 calcium fluorescence, ACh EC20; 0% = ACh EC20, 100% = maximal ACh; activation, % at 3 µM; actives 0.088% (n = 360,000); in the data active = activation above about 19%, passing the limit was not always enough
M1 antag = blocks human M1 muscarinic receptor; AID 588852; CHO-K1 hM1, Fluo-8 calcium fluorescence, ACh EC80 antagonist; actives 1.3% (n = 360,000); inhibition, % at 3 µM;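 active = percent inhibition above its own plate's cutoff, namely the mean of that plate's compound wells plus 3 SD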;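 note: peak over basal fluorescence ratio during 140 s after agonist addition; 0% = ACh EC80 plus DMSO and 100% = DMSO alone without agonist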
M4 ag = CHRM4 agonism in calcium assay | P08173 | CHO-K1 hM4/Gqi5, Fluo-8 calcium fluorescence; vehicle 0%, full acetylcholine response 100% | activation, % at 3 µM | actives 0.14% (n = 360,000) | AID 624127;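 active = activation above the run mean over all test wells plus 3 SD, cut at about 32% in these data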;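 note: peak over basal fluorescence ratio per well then scaled between controls; 0% = DMSO wells and 100% = acetylcholine at EC100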
Target sequence (P08173 whole entry, looked up): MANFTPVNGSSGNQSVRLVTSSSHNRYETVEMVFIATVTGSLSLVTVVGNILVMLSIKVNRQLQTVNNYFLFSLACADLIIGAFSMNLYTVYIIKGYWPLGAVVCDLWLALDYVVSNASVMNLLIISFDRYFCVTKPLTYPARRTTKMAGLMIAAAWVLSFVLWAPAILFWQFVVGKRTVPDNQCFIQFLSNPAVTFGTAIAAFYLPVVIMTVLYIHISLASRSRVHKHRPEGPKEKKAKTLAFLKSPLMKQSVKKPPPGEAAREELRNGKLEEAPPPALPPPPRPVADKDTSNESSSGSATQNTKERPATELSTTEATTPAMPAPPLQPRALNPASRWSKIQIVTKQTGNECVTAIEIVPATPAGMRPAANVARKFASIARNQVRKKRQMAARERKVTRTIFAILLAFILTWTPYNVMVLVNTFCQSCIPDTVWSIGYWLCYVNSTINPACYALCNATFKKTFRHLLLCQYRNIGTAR
CHO parental Ca = counter-screen: ATP calcium response change in parental CHO cells | inhibition, % at 5.6 µM | actives 0.63% (n = 330,000) | parental CHO-K1, ATP-induced calcium, Fluo-8 fluorescence | AID 463079;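 active = inhibition above that plate's mean sample inhibition plus 3 SD, cut at about 26% in these data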;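 note: 0% = ATP-challenged DMSO wells and 100% = DMSO wells without ATP; some compounds past the cut are filed as inactive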
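Assay system – parental CHO cells · Reagent – ATP stimulus · Detection – intracellular calcium via Fluo-8 no-wash fluorescent dye · Evaluation – percent inhibition of ATP-evoked calcium rise, normalized to controls · Controls – ATP wells versus no-ATP DMSO wells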
CHO-K1 Ca ag = M1 agonist counterscreen hit in parental CHO-K1 cells; Fluo-8 calcium fluorescence; scaled to maximal ATP response, vehicle zero; activation, % at 3 µM; actives 0.48% (n = 360,000); AID 602248; in the data active = activation above about 15%;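 note: untransfected CHO-K1 host cells lacking M1 receptor as counterscreen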
M4 antag = antagonists of human muscarinic M4 receptor (CHRM4) | actives 0.73% (n = 360,000) | CHO-hM4 cells, ACh EC80, Fluo-8 calcium fluorescence | AID 624125 | inhibition, % at 3 µM | P08173;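 active = inhibition above its plate's cutoff, the mean inhibition of sample wells plus 3 SD, cut at about 27% in these data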;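 note: 0% = acetylcholine EC80 with DMSO and 100% = DMSO without agonist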
OXTR potentiate = potentiators of human oxytocin receptor. P30559. CHO-OTR cells, Fluo-8 calcium fluorescence, potentiator mode; 0% = oxytocin EC15, 100% = EC100. activation, % at 3 µM. actives 0.061% (n = 320,000). AID 2445;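 active = activation above that plate's cutoff, the mean activation of tested compounds plus 3 SD, cut at about 6.6% in these data, passing the limit was not always enough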;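 note: 100% uses oxytocin at 75 nM as the full agonist control; some results filed as inactive read as strong as hits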
Target sequence (P30559 whole entry, looked up): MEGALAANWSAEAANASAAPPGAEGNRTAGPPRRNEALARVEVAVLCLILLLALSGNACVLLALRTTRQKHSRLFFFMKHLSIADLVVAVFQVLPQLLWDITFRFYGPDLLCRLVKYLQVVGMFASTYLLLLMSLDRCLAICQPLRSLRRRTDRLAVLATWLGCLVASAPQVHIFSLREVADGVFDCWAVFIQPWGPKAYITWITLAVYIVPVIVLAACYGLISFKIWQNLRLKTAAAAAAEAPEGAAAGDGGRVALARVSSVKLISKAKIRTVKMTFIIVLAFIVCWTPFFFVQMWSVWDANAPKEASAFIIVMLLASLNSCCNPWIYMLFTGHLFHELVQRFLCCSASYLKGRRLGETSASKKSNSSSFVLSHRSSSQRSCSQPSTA
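System: human OTR in CHO cells; Also added: sub-maximal oxytocin, roughly EC15; Timing: compound 6 min at room temperature before oxytocin, 100 s read; Technique: Fluo-8 intracellular calcium fluorescence, ex 470-495, em 515-575 nm; Controls: oxytocin EC15 low and EC100 high; Replication: singlicate.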
An asterisk follows results filed as active; nt = not tested or not shown.

SMILES	CHO-K1 Ca antag	CHRM1 agonist	CHRM1 PAM	M1 antag	M4 ag	CHO parental Ca	CHO-K1 Ca ag	M4 antag	OXTR potentiate
CCOC(=O)C1=C(N)OC2=C(C(=O)CC(C)(C)C2)C1c1ccc(C)s1 (stereo not given)	-8	-3	0	3	1	-7	-0.1	-6	-4
CCCn1c(C)cc(C(=O)COc2ncnc3sccc23)c1C	-7	-2	4	-13	1	-16	0.8	5	-6
CCCNS(=O)(=O)c1ccc(OCC(=O)NCCC2=CCCCC2)cc1	1	-6	0	1	0	-8	0.2	-3	-1
CCC(Sc1nc(-c2ccccc2)cc(=O)[nH]1)C(=O)O (stereo not given)	-12	-2	-2	7	0	-4	-0.1	2	1
O=C1CC(c2c(F)cccc2Cl)C2=C(COC2=O)N1 (stereo not given)	-9	-5	8	-10	0	-3	0.9	14	-3
COc1ccc(N2CCCn3c2nc2c3c(=O)n(Cc3ccc(F)cc3)c(=O)n2C)c(OC)c1	9	-1	3	-4	0	nt	-0.3	-9	nt
COc1cccc(C(=O)Nc2c3c(nc4c2CCC4)CCCC3)c1	-8	-10	0	-1	1	-19	0.0	-7	-2
CCN1CCCC(Sc2nc3c([nH]2)c(=S)n(C)c(=O)n3C)C1 (stereo not given)	4	-8	4	-12	2	-5	16*	5	-5
COc1ccc(C(=O)c2[nH]c(N)c(C(=O)NCCc3c[nH]c4ccccc34)c2-c2ccc(C(F)(F)F)cc2)cc1	-21	nt	nt	nt	1	nt	1.4	-3	nt
Cc1ccccc1OCCC(=O)OCC(=O)Nc1ccc(C)c(S(=O)(=O)N2CCCCC2)c1	-10	3	-3	-6	13	nt	11	-3	nt
COc1ccc(S(=O)(=O)NCCC(C)C)cc1OC	-19	-2	7	-5	1	-8	0.8	1	-2
Cc1ccccc1C(=O)NC(=S)N(CCO)Cc1ccccc1	9	-4	3	-5	0	1	0.2	2	-8
COc1ccc(NC(=O)CSc2nnc(-c3cccnc3)o2)cc1	-1	-3	-7	13	2	-6	0.8	2	-5
O=C(Nc1ccc(Cl)c(Cl)c1)O/N=C/c1ccncc1	28*	2	-7	17	14	31*	12	14	-9
COc1ccc(CCNC(=O)CSc2nnc(-c3ccc(F)cc3)c3ccccc23)cc1OC	20	-14	-6	11	-1	-7	-0.7	0	1
OC(CNC1Cc2ccccc2C1)COc1ccc(Cl)cc1 (stereo not given)	22	-6	3	-9	4	-12	0.1	-14	-2
Cc1ccc(C(=O)NN2C(=O)C3C4C=CC(C4)[C@@H]3C2=O)cc1 (stereo not given in full)	-3	-4	5	-13	1	1	0.1	-18	1
CC(=NCc1ccc2c(c1)OCO2)C1=C(O)c2ccccc2C1=O	-19	-4	-11	14	4	-4	5.0	4	-1
COc1ccc(OC)c(CN2CCN(Cc3cccc4ccccc34)CC2)c1	-11	-6	-3	6	1	-33	1.2	0	-4
CC[C@H]1c2[nH]c3ccc(C(C)C)cc3c2[C@@H]2CCN3C(=O)CCC[C@H]1[C@H]23	-19	-9	-3	-5	1	nt	-0.7	-6	nt
Cc1ccc(NC(=O)C2CC(=O)N(Cc3ccccc3)C2)cc1S(=O)(=O)N1CCCCCC1 (stereo not given)	-1	-7	3	3	4	-13	2.6	-3	-7
COCCCNCCCCOc1cccc(Br)c1	-14	-7	2	-3	4	-7	2.2	3	0
Cc1csc(NC(=O)C2CCN(S(=O)(=O)c3ccccc3F)CC2)n1	-24	-4	4	-4	9	5	8.3	-7	3
Oc1ccc(-c2cn3c(n2)SCC3)cc1	0	-3	10	-16	0	2	0.9	-2	-4
Cc1ccc(CNS(=O)(=O)c2ccc(Cl)s2)cc1	-13	-5	8	-16	-1	nt	0.3	-5	nt
COc1ccc(C2c3[nH]c4ccccc4c3CCN2C(=O)c2ccccc2C(C)=O)c(F)c1 (stereo not given)	2	-2	12	-21	9	-10	2.9	-2	-19
CCN(CC)CCCNC(=O)C1CCCN(c2nnc(N3CCCC3=O)s2)C1 (stereo not given)	2	-5	1	4	0	3	0.2	10	6
CCOC(=O)Cc1csc(NC(=O)C(NC(=O)C2CCC(C)CC2)C(C)C)n1 (stereo not given)	1	-5	-5	-3	13	-17	9.9	-11	-10
O=C(O)c1ccc(COc2ccc([N+](=O)[O-])cc2Cl)cc1	-2	-1	0	1	2	nt	0.4	-18	nt
C#CCOCCOCCOCCNc1nc(N2CCN(C(=O)[C@H](CCCCN)n3cc(CCCC)nn3)CC2)nc(N2CCN(C(=O)[C@H](CCCCN)n3cc(CCCC)nn3)CC2)n1	-6	-5	5	0	1	-10	0.1	6	-13
FC(F)Sc1nc(-c2ccccc2)c(-c2ccccc2)n1C(F)F	-10	-6	3	2	-3	-9	0.1	-1	0
Cc1noc(C)c1COc1ccc(C(=O)OCC(N)=O)cc1	27*	-4	-7	6	1	-4	-0.2	-4	-7
CC(C)C(=O)N1CCC2(CC1)Oc1ccc(F)cc1C(=O)C21CC(c2ccccc2)=NO1 (stereo not given)	-5	-5	6	-11	4	-28	0.1	-1	-7
COc1cccc(C2=NN(C(=O)c3ccc(C)o3)C(O)(C(F)(F)F)C2)c1 (stereo not given)	0	-2	2	0	-1	-32	-0.7	-14	-15
COc1cccc(-c2nc(C=O)cs2)c1	-2	2	13	-11	1	10	0.2	1	-1
Cc1ccc(NC(=O)COc2ccc(CCO)cc2-n2nc3ccccc3n2)cc1C	-1	5	0	-3	1	-25	0.3	4	-9

Whole records, quoted from the list. Order of values: CHO-K1 Ca antag	CHRM1 agonist	CHRM1 PAM	M1 antag	M4 ag	CHO parental Ca	CHO-K1 Ca ag	M4 antag	OXTR potentiate
COc1ccc(C2c3[nH]c4ccccc4c3CCN2C(=O)c2ccccc2C(C)=O)c(F)c1 (stereo not given) reads 2	-2	12	-21	9	-10	2.9	-2	-19
O=C(O)c1ccc(COc2ccc([N+](=O)[O-])cc2Cl)cc1 reads -2	-1	0	1	2	nt	0.4	-18	nt
COc1cccc(-c2nc(C=O)cs2)c1 reads -2	2	13	-11	1	10	0.2	1	-1
CCN(CC)CCCNC(=O)C1CCCN(c2nnc(N3CCCC3=O)s2)C1 (stereo not given) reads 2	-5	1	4	0	3	0.2	10	6
C#CCOCCOCCOCCNc1nc(N2CCN(C(=O)[C@H](CCCCN)n3cc(CCCC)nn3)CC2)nc(N2CCN(C(=O)[C@H](CCCCN)n3cc(CCCC)nn3)CC2)n1 reads -6	-5	5	0	1	-10	0.1	6	-13

Going on with the list:
SMILES	CHO-K1 Ca antag	CHRM1 agonist	CHRM1 PAM	M1 antag	M4 ag	CHO parental Ca	CHO-K1 Ca ag	M4 antag	OXTR potentiate
O=C(Nc1cccnc1Oc1ccc(Cl)cc1)c1cccc2ccccc12	-10	-3	-2	5	-1	-15	0.8	-10	-3
O=C(COC(=O)c1ccccc1SCC(=O)N1CCCC1)Nc1ccc(OC(F)F)cc1	2	-4	3	-7	15	-23	4.1	-29	3
Cc1ccc(NC(=O)Cn2ccnc2)cc1C	-4	-8	1	-9	2	-1	0.0	6	-3
CC(=O)n1nc(-c2ccc(C)cc2)nc1NCc1ccco1	-7	-2	5	-1	0	nt	-0.1	1	nt
CC1(Cc2ccc(F)cc2)C(=O)Nc2ccc(S(=O)(=O)NC3CCCCC3)cc21 (stereo not given)	-2	5	14	-19	5	nt	1.1	-5	nt
c1ccc2c(c1)ccc1nnnn12	-6	-2	8	-14	1	-21	0.3	-5	0
Cc1c(C(=O)NN)sc(-c2ccccc2)c1C#N	4	-4	-10	10	20	-13	4.6	0	-15
O=C(OCc1nc2scc(-c3ccccc3)c2c(=O)[nH]1)c1ccco1	-6	-1	1	0	7	-10	2.9	7	-6
CCOc1cc(C)nc(NCCc2ccc(OC)c(OC)c2)n1	-21	3	-6	-4	23	-14	10	-2	-9
CC(C)NC(=O)c1cc2cc([N+](=O)[O-])ccc2s1	-17	0	1	-7	8	5	6.9	-18	-19
COc1ccc(NC(=O)c2ccc(N3CCCC3=O)cc2)cc1Cl	0	0	10	-17	2	-3	0.3	-6	-5
CSCC[C@H](NC(=O)[C@H]1CC[C@H](CNC(=O)[C@@H]2CCCN2)CC1)C(=O)O	-4	1	5	-8	1	14	0.4	1	-20

Sorted by the number under OXTR potentiate (descending): 3 of the compounds above
Compound,CHRM1 agonist,CHRM1 PAM,M1 antag,M4 ag,M4 antag,OXTR potentiate
CCN(CC)CCCNC(=O)C1CCCN(c2nnc(N3CCCC3=O)s2)C1 (stereo not given),-5,1,4,0,10,6
COc1ccc(CCNC(=O)CSc2nnc(-c3ccc(F)cc3)c3ccccc23)cc1OC,-14,-6,11,-1,0,1
COCCCNCCCCOc1cccc(Br)c1,-7,2,-3,4,3,0

The results go on:
SMILES	CHO-K1 Ca antag	CHRM1 agonist	CHRM1 PAM	M1 antag	M4 ag	CHO parental Ca	CHO-K1 Ca ag	M4 antag	OXTR potentiate
Cc1ccc(S(=O)(=O)CCC(=O)Nc2cccc(S(=O)(=O)N3CCCCCC3)c2)cc1	-18	-4	-1	-12	10	-27	6.9	5	-6
C=CCOc1nc2c(c(=O)n(C)c(=O)n2C)n1C	-16	-2	5	-8	1	-2	0.4	-10	-4
c1ccc(COc2ccc(Oc3nc(N4CCCCC4)nc(N4CCOCC4)n3)nn2)cc1	-19	-5	12	-23	0	-21	1.4	-13	8
O=C1C(=O)N(CCCO)C(c2ccc(Br)cc2)/C1=C(\O)c1ccc(Br)cc1 (stereo not given)	10	-2	13	-17	0	4	0.1	-5	-2
CCCCn1c(=O)c(-c2ccccc2)c(O)c2ccccc21	0	-4	6	-3	2	-12	-0.1	-3	-10
CN(c1ccccc1)S(=O)(=O)c1cccc(C(=O)Nc2ccc3c(c2)CCC3)c1	1	-8	-2	3	3	-21	3.1	-5	-11
Cc1cc(-c2ccc(C(C)C)c(S(=O)(=O)NCc3ccco3)c2)on1	9	1	3	0	2	-20	7.3	-1	-4
COc1ccc(NC(=O)c2cc(-c3ccc(OC)c(OC)c3)nc3ccccc23)c(OC)c1	-1	-4	-17	21	12	-29	4.4	-3	-8
Cc1cc(C(=O)N/N=C/C=C/c2cccc([N+](=O)[O-])c2)n[nH]1	-5	-4	5	-11	1	-3	0.7	-9	-5
COc1ccc(CC(=O)Nc2c3c(nn2C(C)(C)C)CS(=O)(=O)C3)cc1	-9	-1	4	-12	1	-4	1.4	-4	-4
O=C(NCc1cccs1)c1cc(-c2cccs2)on1	-7	-7	1	-6	-1	-8	0.7	1	-1
COc1cccc(OC)c1OCCCOc1ccc([N+](=O)[O-])cc1Cl	2	-7	-4	-1	4	-16	0.6	-8	-4

Compounds were not picked by outcome. Share with any hit: about 2.9%.
